High-throughput results from PubChem BioAssay.
S1P4 ag = human S1P4 receptor agonism; O95977; S1P4-expressing cell line, agonist reporter assay; activation, % at 4.98 µM; 220,000 compounds, 0.35% hits; in the data active means activation above about 11%;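 further: 0% = DMSO vehicle and 100% = reference agonist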
NPY1 pot ag = potentiators or agonists of human neuropeptide Y receptor Y1; P25929; NPY-Y1 expressing cells, potentiator/agonist activation; activation, % at 3.6 µM; 220,000 compounds, 0.37% hits; AID 1304; in the data active means activation above about 33%, passing the limit was not always enough;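 further: cells stimulated with NPY at EC10 then isoproterenol at EC100; 0% = low agonist plus stimulus and 100% = saturating agonist plus stimulus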
NPY Y1 blocker = NPY-Y1 (human) receptor antagonism; P25929; HEK293-CNG Y1 cells, membrane potential fluorescence; NPY at EC95, then isoproterenol; inhibition, % at 3.6 µM; 200,000 compounds, 1% hits;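 active means inhibition above the campaign mean inhibition of all tested compounds plus 3 SD, cut at about 20% in these data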;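 further: 0% = DMSO wells given NPY plus isoproterenol and 100% = isoproterenol alone without NPY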
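Material: HEK293 Y1/CNG channel cell line; also added: NPY (25 nM), isoproterenol (1 µM), Ro 20-1724 (25 µM); doses: one concentration, 3.6 µM, in 0.4% DMSO; schedule: compound incubation 1 h at room temperature, readout 45 min post-stimulation; technique: membrane potential fluorescence; measure: fluorescence ratio normalized to % inhibition between controls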
NPY-Y2 PAM-ag = potentiates or activates human NPY-Y2 receptor; P49146; 220,000 compounds, 0.45% hits; activation, % at 3.6 µM; cells expressing NPY-Y2, potentiator/agonist read-out; in the data active means activation above about 27%;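 further: cells stimulated with NPY near EC25 plus isoproterenol at EC100; 0% = vehicle plus submaximal agonist and 100% = vehicle plus saturating agonist; some results beyond the cut were filed as inactive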
Target sequence (P49146 whole entry, looked up): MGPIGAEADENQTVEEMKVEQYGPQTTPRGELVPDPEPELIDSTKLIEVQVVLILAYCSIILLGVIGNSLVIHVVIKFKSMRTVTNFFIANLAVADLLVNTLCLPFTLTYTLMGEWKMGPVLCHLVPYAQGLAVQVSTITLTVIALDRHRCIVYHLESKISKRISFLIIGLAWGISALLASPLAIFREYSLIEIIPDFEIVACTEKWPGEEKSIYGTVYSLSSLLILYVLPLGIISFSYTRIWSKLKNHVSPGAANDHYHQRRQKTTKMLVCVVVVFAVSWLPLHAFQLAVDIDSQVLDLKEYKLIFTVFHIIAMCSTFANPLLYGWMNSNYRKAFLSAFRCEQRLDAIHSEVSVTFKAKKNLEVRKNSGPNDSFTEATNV
Ba/F3 V617F tox = loss of viability in JAK2V617F-driven Ba/F3 cells; Ba/F3 EpoR-JAK2V617F viability, ATP luminescence; inhibition, % at 5.6 µM; 220,000 compounds, 1.1% hits; AID 1446;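 active means inhibition above the campaign mean plus 3 SD over all tested compounds, cut at about 24% in these data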;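 further: cytokine-independent growth of Ba/F3 cells driven by EpoR plus mutant JAK2; 0% = DMSO-treated cells and 100% = JAK inhibitor I control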
CHOP inh = CHOP inhibition in unfolded protein response; CHO-K1 CHOP-promoter luciferase, tunicamycin-induced, 15-18 h; 220,000 compounds, 3.8% hits; inhibition, % at 10 µM;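 active means compounds that reduced the stress-induced luciferase reporter signal by more than about 70% of percent inhibition, limit read from the data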;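 further: 0% = tunicamycin plus vehicle and 100% = wells without tunicamycin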
BaF3 tox = parental Ba/F3 viability inhibition as JAK2V617F counter-screen. CellTiter-Glo ATP luminescence. inhibition, % at 5.6 µM. 220,000 compounds, 1.1% hits;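 active means inhibition above a per-campaign cutoff, the mean inhibition of all tested compounds plus 3 SD, cut at about 27% in these data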;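 further: 0% = DMSO wells and 100% = JAK Inhibitor I control wells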
S1P4 antag = blocks the human S1P4 receptor; 220,000 compounds, 0.26% hits; S1P4-expressing cells, antagonist mode, reporter read-out; O95977; inhibition, % at 4.98 µM; in the data active means inhibition above about 29%;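 further: 0% = wells stimulated with agonist and 100% = vehicle wells without agonist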
NCF1 inh = blocks human p47phox regulatory protein of NADPH oxidases | P14598 | AID 1274 | inhibition, % at 24.7 µM | 220,000 compounds, 0.53% hits | p47phox/p22phox peptide binding, fluorescence polarization, 2 h;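 active means inhibition above about 30%, limit read from the data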;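 further: 0% = p47phox with labelled peptide and 100% = labelled peptide alone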
Target sequence (P14598 whole entry, looked up): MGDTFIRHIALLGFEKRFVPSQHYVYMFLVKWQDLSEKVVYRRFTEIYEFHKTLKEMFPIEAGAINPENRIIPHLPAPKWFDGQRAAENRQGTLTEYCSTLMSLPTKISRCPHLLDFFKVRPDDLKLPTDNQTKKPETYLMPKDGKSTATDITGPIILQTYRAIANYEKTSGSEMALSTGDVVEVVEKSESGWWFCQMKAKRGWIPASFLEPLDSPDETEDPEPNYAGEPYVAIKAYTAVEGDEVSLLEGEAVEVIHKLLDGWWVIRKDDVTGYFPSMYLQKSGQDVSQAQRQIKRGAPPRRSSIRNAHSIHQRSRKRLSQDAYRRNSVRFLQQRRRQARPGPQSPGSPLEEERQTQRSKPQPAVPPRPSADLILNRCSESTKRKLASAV
The depositor's hits bear a star; . = no result given.

SMILES | S1P4 ag | NPY1 pot ag | NPY Y1 blocker | NPY-Y2 PAM-ag | Ba/F3 V617F tox | CHOP inh | BaF3 tox | S1P4 antag | NCF1 inh
COc1ccccc1NC1=C(Cl)C(=O)N(c2ccccc2)C1=O | 0.8 | -5 | 10 | -2 | -2 | 18 | 1 | 1 | -11
Cc1cc(C)nc(SCc2ccc(C(=O)N/N=C/c3ccc(C(=O)O)cc3)cc2)n1 | 0.6 | 0 | 3 | -18 | 3 | 8 | 6 | -3 | -12
CC(C)CC(=O)Nc1ccc(C(=O)NN2C(=O)c3ccccc3C2=O)cc1 | -2.9 | 6 | -6 | 20 | -2 | -1 | 2 | 7 | -2
Cc1ccc(NC(=O)NCc2ccc3c(c2)OCO3)c(C)c1 | -0.5 | 11 | -2 | -1 | 1 | 30 | 2 | -27 | 0
CC1C/C(=C/c2ccccn2)C(=O)/C(=C/c2ccccn2)C1 (centres undefined) | -2.4 | 10 | -1 | -19 | 52* | 108* | 73* | 19 | -5
O=C(c1nn2c(C(F)(F)F)cc(-c3ccccc3)nc2c1Cl)N1CCOCC1 | 2.4 | 12 | -2 | 8 | 1 | 32 | 4 | -8 | -13
COc1ccccc1C(=O)NCC(=O)n1nc(C)cc1C | 1.7 | -19 | 12 | -3 | 2 | 16 | 1 | -4 | -8
Cc1cc([N+](=O)[O-])nn1CC(=O)N/N=C/c1ccccc1Br | 3.2 | -3 | . | 1 | 0 | 4 | 1 | 13 | -5
O=C(NN1C(=O)c2ccccc2NC1c1ccccc1OCc1ccccc1)c1ccncc1 (centres undefined) | 0.4 | 4 | -3 | -1 | -4 | -6 | 0 | -3 | -10
Cc1ccc(C)c(NC(=O)CCN2CCOCC2)c1 | -0.5 | 8 | 5 | 8 | -1 | -12 | 12 | -5 | -10
Cc1ccc(OC(=O)CCC(=O)Nc2ccc(Br)cc2)cc1 | 0.2 | -4 | 1 | -7 | -5 | -39 | -1 | -10 | -14
CSc1nc2ccc(NC(=O)C3CCCO3)cc2s1 (centres undefined) | 0.7 | -12 | 0 | -13 | 1 | -20 | 2 | -3 | -1
C=CCOc1cc(OC)c(OC)c(OC)c1 | 1.1 | -5 | 2 | -8 | 1 | 5 | 3 | 7 | -2
O=C(CCl)N(Cc1cccc([N+](=O)[O-])c1)c1cccc(Cl)c1 | 0.7 | 12 | 0 | -7 | 84* | 105* | -3 | 6 | 0
CC(C)N1CCc2c(sc(NC(=O)c3nc4ccccc4s3)c2C(N)=O)C1 | 1.0 | 3 | -2 | -4 | 4 | -11 | 4 | 10 | -38
COCc1cc(C)nc(N2CCCCC2)c1C#N | -1.6 | -7 | -2 | 18 | -4 | -17 | -1 | -10 | -11
N#Cc1c(NC(=S)NC(=O)c2ccccc2)sc2c1CCC2 | 1.9 | 6 | 3 | -3 | 1 | 60 | 6 | -11 | -16
CCN(CC)S(=O)(=O)c1ccc(N2CCOCC2)c(NC(=O)c2cc(-c3ccccn3)nc3ccccc23)c1 | -1.5 | -12 | 5 | -4 | -2 | 16 | 10 | 3 | -47
CCc1cc2cc3c(cc2nc1SCC(=O)OC(C)C)OCO3 | -0.8 | -14 | 15 | -1 | -3 | 2 | 0 | -5 | -9
CC1=NN(C(N)=S)C(C)(C)C1 | 0.5 | 5 | . | 9 | -4 | 10 | 0 | 6 | 3
O=C1OCc2ccc(NC(=O)C3CC3)cc21 | 0.1 | 9 | 1 | 5 | -4 | 24 | 0 | -10 | 8
CC(C)CCN1CC(O)=C(c2nc(-c3ccc(Cl)cc3)cs2)C1=N | -0.6 | -10 | 5 | 0 | -4 | -25 | 3 | -2 | -19
CCOc1ccc(-n2c(SCC(=O)Nc3ccc(OC)cc3OC)nc3c(c2=O)SCC3)cc1 | 0.0 | 19 | -2 | 5 | -2 | 21 | 4 | -19 | -6
O=C(COc1ccc(Cl)cc1)NCc1nnc(SCC(=O)Nc2ccc3c(c2)OCCO3)o1 | 1.4 | -22 | 1 | -3 | 0 | -2 | 2 | -16 | -6
Cc1cc(C(=O)NCc2ccc(C(=O)O)o2)c(C)o1 | 2.2 | 15 | 7 | 14 | -2 | 1 | 1 | -23 | -15
Fc1ccc(Nc2ccc(-c3ccc(F)cc3)nn2)cc1 | 1.9 | 14 | 5 | 13 | 1 | 21 | 5 | 2 | 0
O=C(Nc1ccccc1N1CCOCC1)c1ccc2c(c1)C(=O)N(Cc1ccncc1)C2=O | 0.6 | 21 | 3 | 4 | -3 | 69 | 0 | -3 | -11
Cc1cc(C)n2ncc(C(=O)O)c2n1 | 0.8 | 5 | 1 | -1 | -6 | -6 | 3 | -8 | 4
Cc1cc(C)c2[nH]c(=S)cc(C)c2c1 | -0.8 | 7 | 2 | -1 | -4 | 18 | 3 | 6 | -6
Cc1occc1-c1nnc(SCC(=O)c2c(N)n(Cc3ccccc3)c(=O)n(C)c2=O)n1C | 0.3 | 36 | 1 | 12 | 1 | -5 | 10 | -6 | 0
COC(=O)c1[nH]c2ccc(F)cc2c1NC(=O)CCN1CC(C)OC(C)C1 (centres undefined) | -1.0 | 10 | 0 | -8 | 0 | -13 | 2 | -12 | -16
Cc1ccc(C(=O)NCC(=O)Nc2cccc(C(F)(F)F)c2)cc1 | -1.4 | -19 | 9 | -6 | 1 | 15 | 6 | 3 | -7
O=C(NCc1ccc2c(c1)OCO2)c1c(O)c2cccc3c2n(c1=O)CCC3 | 2.5 | -11 | 4 | 8 | 0 | 21 | 2 | -18 | -4
O=C(Cn1cnnn1)OCC(=O)c1ccc(Cl)s1 | -0.2 | 3 | 0 | -2 | 0 | 11 | 0 | -4 | -22
COc1ccc2c(c1)Cc1sc(NC(=O)c3ccco3)nc1-2 | 0.8 | 4 | -7 | -2 | 0 | -4 | 4 | -14 | -7
COCCCNC(=O)C(F)(F)C(F)(F)C(=O)NCCCOC | 2.5 | 1 | -1 | 3 | 0 | 21 | 5 | -1 | -7
Cn1c(SCC(=O)N(C2CCCCC2)C2CCCCC2)nnc1-c1cccs1 | 0.4 | -12 | -1 | 2 | 5 | 63 | 3 | -17 | 10
O=C(O)c1cc(NC(=S)NC(=O)C(c2ccccc2)c2ccccc2)ccc1Cl | 0.7 | 6 | 0 | 3 | -1 | 30 | 6 | -5 | -18
O=C(CCn1c(=O)c2ccccc2n(CC(=O)NCCC2=CCCCC2)c1=O)NCc1ccco1 | -0.9 | 0 | -4 | 2 | 3 | 13 | 5 | -6 | -3
CCC(CO)NCc1ccc(OC2CCCC2)cc1 (centres undefined) | -2.3 | -12 | 5 | 2 | 0 | -9 | 3 | -14 | -11
CC(C)(CO)NS(=O)(=O)c1ccc2c(c1)C(=O)c1cc(S(=O)(=O)NC(C)(C)CO)ccc1-2 | -0.6 | 15 | . | 8 | -2 | -26 | 0 | 2 | -7
N=c1c(C(=O)NCC2CCCO2)cc2c(=O)n3ccccc3nc2n1Cc1cccnc1 (centres undefined) | 6.2 | 15 | -2 | -5 | 1 | 15 | 6 | -30 | 1
COc1ccc(C(=O)COC(=O)CCN2C(=O)C3C4CC(C(Br)C4Br)C3C2=O)cc1 (centres undefined) | 1.2 | 6 | 2 | -3 | -1 | 20 | 8 | -15 | 5
CCOC(=O)c1c(NS(C)(=O)=O)sc2c1CCC(C)C2 (centres undefined) | -1.2 | -8 | -7 | 13 | -3 | 0 | 5 | 6 | -23
CCN(Cc1ccccc1)S(=O)(=O)c1cc(C(=O)O)ccc1OC | 0.7 | 17 | 1 | 0 | -2 | -14 | 4 | -2 | -4
CC(c1ccc(Br)cc1)N1CC23C=CC(O2)C(C(=O)O)C3C1=O (centres undefined) | -0.4 | 5 | -6 | 2 | 4 | 2 | 1 | -7 | -7
C=CCn1c(CCC(O)COCCC)n[nH]c1=S (centres undefined) | -0.7 | -3 | 2 | -2 | -2 | -14 | -1 | 5 | 1
O=C(Cn1cnc2c(nnn2Cc2ccc(F)cc2)c1=O)NCc1ccc2c(c1)OCO2 | -2.7 | -9 | 9 | -4 | -4 | 37 | 2 | -25 | -7
OC(CNCc1ccco1)Cn1c2ccc(Br)cc2c2cc(Br)ccc21 (centres undefined) | -2.8 | -4 | -2 | -3 | 0 | 108* | 5 | 3 | -4
CCC(NS(=O)(=O)c1c(C)[nH]c(=O)[nH]c1=O)C12CC3CC(CC(C3)C1)C2 (centres undefined) | 0.9 | 4 | 5 | 10 | 4 | 18 | -2 | -22 | 2

More results.
SMILES | S1P4 ag | NPY1 pot ag | NPY Y1 blocker | NPY-Y2 PAM-ag | Ba/F3 V617F tox | CHOP inh | BaF3 tox | S1P4 antag | NCF1 inh
CC(=O)c1cccc(NC(=O)[C@@H](NC(N)=O)C(C)C)c1 | -0.3 | -6 | -2 | -7 | 4 | 16 | 8 | -14 | -3
O=C(/C=C/c1ccc2c(c1)OCO2)c1ccco1 | 0.6 | -8 | 9 | -5 | 0 | -17 | 3 | 10 | -10
CC1CCN(C(=O)Oc2ccccc2)CC1 | -2.1 | 11 | 1 | 2 | -2 | 2 | 3 | -7 | -4
O=C(COC(=O)CCSc1ccc(Cl)cc1)NCc1ccccc1Cl | 0.3 | -28 | 17 | -13 | 2 | 60 | 2 | 3 | -4
O=c1c2cc(NC(=S)N3CCCCCC3)ccc2nc2n1CCCCC2 | 2.3 | 11 | 3 | -8 | -2 | 2 | 3 | -23 | 1
Cc1ccc(S(=O)(=O)N(C)c2ccccc2C(=O)Nc2ccc3c(c2)OCCO3)cc1 | 0.6 | 8 | . | -7 | 0 | -17 | -1 | 3 | -2
C=CCNC(=O)/C(=C/c1ccccc1OCC)NC(=O)c1ccccc1 | 1.6 | 2 | 4 | -8 | -4 | -13 | 2 | -7 | -13
CN(C)c1cc[n+](CC(=O)N2c3ccccc3Sc3ccccc32)cc1 | -1.6 | 20 | 3 | 6 | 24* | -16 | 37* | -3 | 4
COc1c(O)ccc(/C=N/NC(=O)c2ccc3c(c2)OCCO3)c1[N+](=O)[O-] | 1.6 | 7 | . | -5 | -2 | 12 | -1 | -6 | -7
CCCC(=O)N(C)c1nnc(-c2ccc(OC)cc2)s1 | 0.2 | -26 | 2 | -11 | -3 | -7 | 3 | -2 | -5

Structures shown so far that have a CF3 group (two):
SMILES | S1P4 ag | NPY1 pot ag | NPY Y1 blocker | NPY-Y2 PAM-ag | Ba/F3 V617F tox | CHOP inh | BaF3 tox | S1P4 antag | NCF1 inh
O=C(c1nn2c(C(F)(F)F)cc(-c3ccccc3)nc2c1Cl)N1CCOCC1 | 2.4 | 12 | -2 | 8 | 1 | 32 | 4 | -8 | -13
Cc1ccc(C(=O)NCC(=O)Nc2cccc(C(F)(F)F)c2)cc1 | -1.4 | -19 | 9 | -6 | 1 | 15 | 6 | 3 | -7

(further entries)
SMILES | S1P4 ag | NPY1 pot ag | NPY Y1 blocker | NPY-Y2 PAM-ag | Ba/F3 V617F tox | CHOP inh | BaF3 tox | S1P4 antag | NCF1 inh
CCc1nc2ccccc2n1CC(O)COCC1CC=CCC1 (centres undefined) | 0.5 | -8 | 1 | -7 | 1 | 8 | 8 | 5 | -10
Cc1cccc(-c2nc3ccccc3c3nncn23)c1 | -1.1 | -10 | 15 | -9 | 3 | -13 | 7 | -3 | 7
CC(C)[C@@H]1NC(=O)c2cc([N+](=O)[O-])cc(I)c2NCCCC[C@@H](C(=O)NC(CC(=O)O)C(N)=O)NC(=O)[C@H](CO)NC1=O (some centres undefined) | 1.1 | -27 | 1 | -4 | 3 | 15 | 10 | -4 | -1
CCOc1cc(/C=N\NC(=O)c2ccc(NC(=O)CC)cc2)ccc1OC(=O)c1ccccc1 | 0.2 | 12 | 2 | 11 | 0 | 75* | -2 | -11 | -11
COc1ccc(-n2c(C)nc3cc(C(=O)N4CCOCC4)ccc32)cc1 | 1.4 | 11 | 2 | 2 | 2 | 12 | 2 | -30 | -10

Not a hit list. About 7.1% of those tested had a hit in this group.
